HCV inh: qHTS Assay for Inhibitors of Hepatitis C Virus (HCV). Huh7.5.1 HCVcc-Cre infection, luciferase reporter, 44 h. Potency, µM (titrated, usually from 41.8 µM), without a hit: top-dose activity change, negative = inhibition, usual class: inhibitors. 3.4% of 340,000 active; further: potency means the concentration at half of the fitted maximal effect; on the % scale 0 is the no-effect control and ±100 the full control effect
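Cells seeded at 1,000/well and cultured 4 h, then compounds added followed by HCVcc-Cre virus (~0.5 moi). After 44 h further culture, luciferase substrate was added, plates held 15 min at room temperature, and luminescence read for 15 sec.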
Pf growth 48h: Primary qHTS for delayed death inhibitors of the malarial parasite plastid, 48 hour incubation; P. falciparum luciferase growth in erythrocytes, 48 h; 5.9% of 310,000 active; AID 504832, 2011; Potency, µM (highest dose often 28.7 µM), without a hit: at the top dose activity change, negative = inhibition, actives largely listed as inhibitors; further: potency means the concentration at half of the fitted maximal effect; on the % scale 0 is the no-effect control and ±100 the full control effect
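First compound was added to culture medium, then infected red cells at 0.1% parasitemia and 2% hematocrit (final). After incubation at 37 C under 5% CO2, luciferase detection reagent was dispensed and light output recorded.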
Shiga inhibitor: A qHTS for Small Molecule Inhibitors of Shiga Toxin; Vero cells, Shiga toxin protein synthesis inhibition reporter; inhibition, % at 38.7 µM; 9.2% of 290,000 active; AID 2315, 2010; in the data active means inhibition mostly above about 28%, no sharp cut-off; inactive means mostly below about 43%; further: 0% is about no effect
LmPK inhibitor: qHTS Assay for Inhibitors of Leishmania Mexicana Pyruvate Kinase (LmPK). 0.37% of 290,000 active. purified LmPK, Kinase-Glo ATP luminescence, 1 h. AID 1721, 2009. Potency, µM (series often up to 57.5 µM), for the others: top-dose activity change, negative = inhibition, actives largely listed as inhibitors. Q27686; further: potency means the concentration at half of the fitted maximal effect; on the % scale 0 is the no-effect control and ±100 the full control effect
Target sequence (Q27686 whole entry, looked up): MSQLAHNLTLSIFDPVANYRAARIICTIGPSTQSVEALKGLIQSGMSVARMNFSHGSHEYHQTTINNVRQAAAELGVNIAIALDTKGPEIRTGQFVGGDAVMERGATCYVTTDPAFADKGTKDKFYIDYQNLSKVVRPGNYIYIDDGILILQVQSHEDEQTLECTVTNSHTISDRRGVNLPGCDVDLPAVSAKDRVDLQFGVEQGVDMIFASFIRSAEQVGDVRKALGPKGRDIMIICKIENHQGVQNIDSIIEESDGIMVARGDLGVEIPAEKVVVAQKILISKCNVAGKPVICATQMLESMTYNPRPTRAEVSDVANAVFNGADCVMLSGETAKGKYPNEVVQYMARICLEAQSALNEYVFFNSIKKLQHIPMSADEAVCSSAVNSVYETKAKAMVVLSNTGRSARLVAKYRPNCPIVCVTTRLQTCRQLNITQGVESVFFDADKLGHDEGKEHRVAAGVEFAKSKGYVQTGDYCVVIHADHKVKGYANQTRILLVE
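Purified LmPK (0.1 nM) with 0.5 mM PEP and 0.1 mM ADP in imidazole buffer pH 7.2 with MgCl2/KCl, 1 h at room temperature. ATP formed was read by luciferase luminescence and normalized to no-enzyme and uninhibited controls.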
TbPYK inhibitor: qHTS of Trypanosoma Brucei Inhibitors; pyruvate kinase (Trypanosoma brucei), Q57TT1; TbPYK enzyme, Kinase-Glo Plus ATP luminescence, 45 min; Potency, µM (doses to about 76.8 µM), for the others: top-dose activity, negative = inhibition, usual class: inhibitors; 0.12% of 410,000 active; AID 624173, 2012; further: potency means the concentration at half of the fitted maximal effect; on the % scale 0 is the no-effect control and ±100 the full control effect; nearly all actives have a fitted effect of over 50% in size
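Assay buffer: 50 mM TEA pH 7.2, 100 mM KCl, 10 mM MgCl2, 0.05% BSA, 0.01% Tween-20. Pyruvate kinase from T. brucei plus substrate met compound, then ADP (130 uM final). Luminescence was read post 45 min RT.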
Pf growth 96h: Primary qHTS for delayed death inhibitors of the malarial parasite plastid, 96 hour incubation. AID 504834, 2011. Potency, µM (highest dose often 28.7 µM), for inactives: at the top dose activity change, negative = inhibition, usual class: inhibitors. P. falciparum luciferase reporter growth, 96 h. 6.9% of 320,000 active; further: potency means the concentration at half of the fitted maximal effect; on the % scale 0 is the no-effect control and ±100 the full control effect
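Compounds incubated with erythrocytes infected by luciferase-expressing P. falciparum (2% hematocrit, 0.05% parasitemia final) for 96 hours, 37 C in 5% CO2. Growth inhibition scored as decreased luciferase luminescence.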
Cycloheximide cs: Cycloheximide Counterscreen for Small Molecule Inhibitors of Shiga Toxin | cell reporter, cycloheximide protein synthesis inhibition counterscreen | max response, % | 12% of 300,000 active; in the data active means max response mostly above about 13%, no sharp cut-off; inactive means mostly below about 14%; further: read at 38.3 µM for the half of the compounds with a filed dose; 0% is about no effect
Starred values were filed as active, the others as inactive; ? = inconclusive; . = not tested or not shown; & = joins results of further samples; [ ] = another dose, or the depositor's remark. Unless noted, the call rests on the fitted dose curve; in most records, active means well fitted curve in the direction sought with a large enough effect; inconclusive means small, poorly fitted or top-dose-only effect, or another doubt; inactive means no such curve, though single readings can be large; an effect the other way counts as inactive or inconclusive.

canonical_smiles	HCV inh	Pf growth 48h	Shiga inhibitor	LmPK inhibitor	TbPYK inhibitor	Pf growth 96h	Cycloheximide cs
CCN(CC)CCn1c(SCC(=O)Nc2ccc3c(c2)CCC3)nc2ccccc2c1=O	?	?	.	.	0%	-117%	.
COC(=O)c1ccc(Sc2ccccc2NS(=O)(=O)c2ccc(NC(C)=O)cc2)nc1	?	-9%	8	2%	-8%	-5%	-1
C(=C\c1nc(-c2cccnc2)no1)/c1ccccc1	-20%	-13%	13	9%	-4%	29%	8
CCOC(=O)C1=C(C)Nc2nc(SCC(=O)OC)nn2C1c1cc(F)cc(F)c1 (configuration not stated)	19%&-10%	?	-3	-4%	9%&-10%	?	-3
Cc1ccc(C(NC(N)=O)c2ccccc2C)cc1 (configuration not stated)	11%	-10%	-17	3%	-7%	.	5
CCCCn1c(O)c(C(CC)=NCCCN(C)C)c(=O)[nH]c1=O	-2%	5%	-19	5%	-4%	.	-6
Cc1cccc(C)c1NC(=O)CN(C)C(=O)c1cccc(-n2cccc2)c1	-12%	?	.	.	1%	7%	.
CC(C)(C)NC(=O)C1CC(=O)OC12CCOC(C)(C)C2 (configuration not stated)	6%	11%	-15	2%	-3%	14%	3
COc1ccc(C(=O)Nc2ccc(Cl)cc2C(=O)NCc2ccco2)cc1	?	?	21	6%	0%	?	14*
CC1CC1C(=O)OCC(=O)Nc1cccc(Br)c1 (configuration not stated)	-4%	67%[activator]	.	.	-4%	3%	.
OCCC1CN(Cc2nc3c(s2)CCCC3)CCN1CCc1ccccc1 (configuration not stated)	-21%	?	10	6%	-2%	?	-1
CCOc1ccc(-c2nc(S(=O)(=O)c3ccccc3)c(NCc3cccnc3)o2)cc1	?	13µM*	-6	1%	4%	.	-4

Following part:
canonical_smiles	HCV inh	Pf growth 48h	Shiga inhibitor	LmPK inhibitor	TbPYK inhibitor	Pf growth 96h	Cycloheximide cs
CC(=O)c1cccc(N=Cc2c(O)c3ccccc3oc2=O)c1	?	14%	-2	1%	4%	13%	2
COc1cccc(-n2nnnc2SCC(=O)NCCc2ccc(OC)c(OC)c2)c1	-20%	?	-6	4%	-2%	39%[activator]	-4
C/C(=C\C(=S)Nc1ccccc1)Nc1cccc2ccccc12	?	-8%	68*	-5%	-8%	14%	41*
CCOc1ccc(CCNC(=O)c2cccc3c2C(=O)N(CCOC)C3)cc1OCC	-34%	?	-3	-1%	-3%	-23%	7
Cc1cc(C)n2nc(C(=O)Nc3cccc(S(=O)(=O)N4CCOCC4)c3)nc2n1	?	12%	.	.	0%	?	.
Cn1ccnc1C(O)(c1nnc(-c2ccccc2)o1)C(F)(F)F (configuration not stated)	4%	13%	-17	-3%	2%	?	-3
CCCc1cc(=O)[nH]c(SCCOc2ccc(Cl)cc2)n1	2%	2%	-13	0%	4%	.	-4
CCCCn1c(N)c(N(Cc2ccccc2OC)C(=O)CCSC)c(=O)[nH]c1=O	43%[activator]	9%	-5	-10%	-11%	?	1
COC(=O)c1ccc(C)c(NC(=S)NCc2ccc(Cl)cc2)c1	?	-8%	-3	-4%	-3%	-29%	-2
CCCCN(C)C(=O)c1cccc(OC2CCN(CC(C)(C)C)CC2)c1	-5%	?	27	-3%	1%	13µM*	1
O=C(NNCNNC(=O)c1ccncc1)c1ccncc1	.	14%	.	.	0%	37%[activator]	.
O=C(NC(=O)c1ccccc1)Nc1ccc(Cl)cn1	13%	267%[activator]	145*	1%	-10%	13%	52*

Next structures.
canonical_smiles	HCV inh	Pf growth 48h	Shiga inhibitor	LmPK inhibitor	TbPYK inhibitor	Pf growth 96h	Cycloheximide cs
O=C(Nc1ccccc1)N1CCSc2cc(Cl)ccc21	2%	3%	27	-1%	5%	?	4
CC(CN1CCCCC1)c1ccccc1 (configuration not stated)	4%	6%	.	-2%	2%	8%	-3
COc1cccc(CC(=O)Nc2ncc(C)s2)c1	-5%	2%	24	1%	-5%	-7%	11
COc1cccc(NC(=O)CN(C)S(=O)(=O)c2ccc3c(c2)n(C)c(=O)c(=O)n3C)c1	4%	6%	-8	-17%	-9%	37%[activator]	-9
CCc1ccc(NC(=O)N2CCN(c3ccc(F)cc3)CC2)cc1	-14%	?	-7	2%	2%	102%[activator]	7
CC1CCN(C(=O)CNC(=O)CNS(=O)(=O)c2ccccc2)CC1	13%	0%	-6	1%	-5%	?	-2
CCCCC/C=C\C/C=C\C/C=C\C/C=C\CCCC(=O)Nc1ccc(O)cc1	.	.	3	7%	.	.	-3
NC(=NCCc1c[nH]c2ccccc12)NC(=O)c1ccc(Cl)cc1	-4%	-3%	30	2%	3%	17%	9
O=C(CSc1nc2ccccc2c(=O)n1-c1ccc(F)cc1)NC1CCS(=O)(=O)C1 (configuration not stated)	0%	29%	.	.	1%	3%	.
COc1cc(CO)cc(-c2cc(CO)cc(OC)c2OC)c1OC	1%	0%	-4	-3%	-5%	?	-1
COc1ccc(NC(=O)NCCc2ccc(Cl)cc2)cc1OC	?	0%	30	6%	6%	?	9
CC(=O)NCc1ccc(S(=O)(=O)N/N=C/c2ccccc2)cc1	10%	1%	-14	-1%	0%	44%[activator]	-2

The listing continues.
canonical_smiles	HCV inh	Pf growth 48h	Shiga inhibitor	LmPK inhibitor	TbPYK inhibitor	Pf growth 96h	Cycloheximide cs
O=C(CNCc1ccccc1)NCCCN1CCCC1=O	14%	20%	-6	2%	5%	2%	-2
CCOc1ccc(-c2csc(NC(=O)c3ccc(S(=O)(=O)N4CCc5ccccc5C4)cc3)n2)cc1	-21%	13%	-6	1%	3%	-19%	-1
Cc1ccc(C)c(NS(=O)(=O)c2ccc(OCC(=O)NCc3ccccn3)cc2)c1	5%	-11%	15	0%	3%	4%	-2
O=C(CSc1nnnn1C1CC1)Nc1ccc(S(=O)(=O)N2CCOCC2)cc1	3%	-14%	.	.	2%	?	.
COc1cccc(C(=O)NCCCn2ccnc2)c1	6%	21%[5.75 µM]	-18	2%	2%	24%	3
COc1cc(CN2CCNCC2)cc(OC)c1OC	0%	22%	2	-4%	2%	121%[activator]	1
COc1ccc(Nc2nnc(Cc3ccccc3)c(=O)[nH]2)c(OC)c1	-17%	?	-20	5%	-7%	26%	-2
O=C(COC(=O)c1cc(-c2cccs2)nc2ccccc12)NC1CCS(=O)(=O)C1 (configuration not stated)	?	-1%	26	-2%	4%	-10%	-5
c1nc(N2CCC3(CC2)OCCO3)c2[nH]cnc2n1	-4%	20%	-9	-1%	39%[activator]	?	1
Cc1cc(C)n(CC(C)O)c(=O)c1C#N (configuration not stated)	16%	5%	-8	-1%	4%	40%[activator]	-4
CC(C)[C@@H](C(=O)N[C@@H](Cc1ccccc1)C(=O)O)N1C(=O)N2CCc3c([nH]c4ccccc34)[C@@]2(C)C1=O	2%	?	6	-7%	4%	-21%	-1
O=S(=O)(Nc1ccc(-c2ccc3nncn3n2)cc1)c1ccccc1F	-5%[8.37 µM]	-2%	.	.	-8%	-18%	.

Next section:
canonical_smiles	HCV inh	Pf growth 48h	Shiga inhibitor	LmPK inhibitor	TbPYK inhibitor	Pf growth 96h	Cycloheximide cs
COC(=O)CN1C(=O)NC2(CCCc3ccccc32)C1=O (configuration not stated)	12%	-12%	-4	-3%	-2%	-12%	-3
COCCN1C(=O)N(c2ccc(OC)cc2)C(=O)C1CC(=O)Nc1cccc(F)c1 (configuration not stated)	17%	-5%	-7	-2%	2%	0%	-3
COc1ccccc1NC(=S)NCc1cccs1	16%	24%	16	-3%	1%	37%[activator]	0
COc1cc(/C=C2\SC(=S)N(C(Cc3ccccc3)C(=O)O)C2=O)ccc1O (configuration not stated)	8%	1%	-10	3%	-7%	28%	-2
COc1cc(OC)cc(C(=O)NC(C(=O)Nc2ccc3c(c2)OCO3)C(C)C)c1 (configuration not stated)	?	?	.	.	8%	-65%	.
Cn1c(=O)c(C(=O)CN2CCCCCC2)c(N)n(Cc2ccccc2)c1=O	4%	?	-14	4%	2%	?	1
CCOC(=O)CCP(=O)(O)C(O)c1ccccc1 (configuration not stated)	7%	.	-22	1%	3%	38%[activator]	1
O=C1CCCCC1Sc1nnc(Nc2ccccc2)s1 (configuration not stated)	-2%	248%[activator]	99*	-1%	1%	71%[activator]	38*
C/C(=N\NC(=O)c1c(Br)c(C)nn1C)c1cccc(NC(=O)c2ccccc2F)c1	7%	22%	66*	-1%	0%	13%	21*
CCCCNC(=O)COC(=O)c1cc(Br)ccc1Cl	6%	18%	9	2%	-1%	.	7
C=C(C)C(=O)N1CC2(CC(c3cccc(NC(=O)/C=C\C)c3)=NO2)C[C@H]1C(N)=O (some centres not stated)	31%[activator]	39%[activator]	-3	1%	-8%	0%	-2
CC(C(=O)c1c[nH]c2ccccc12)N1CCOCC1 (configuration not stated)	20%	-7%	-1	6%	0%	2%	-2

Further results follow:
canonical_smiles	HCV inh	Pf growth 48h	Shiga inhibitor	LmPK inhibitor	TbPYK inhibitor	Pf growth 96h	Cycloheximide cs
CCOC(=O)c1ccc(OCCOc2cccc(C)c2)cc1	?	?	-4	4%	2%	?	-2
Cc1ccc(NC2=C(Cl)C(=O)OC2OC(=O)c2ccccc2C)cc1 (configuration not stated)	-13%	-15%	-8	-4%	1%	-22%	14
CC(=O)Nc1cccc(NC(=O)CSc2nc(=O)n(CCCN3CCOCC3)c3c2CCC3)c1	19%	-7%	.	.	5%	10%	.
O=C(N/N=C/c1sc(N2CCCCC2)nc1-c1cccs1)C1CC1	?	10µM*	40	1%	-9%	5.2µM*	14
COc1ccc(-c2c(C)n([O-])c3c([n+]2=O)CCCCC3)cc1	-7%	14%	-15	-3%	-8%	53%[activator]	-8
Cc1ccc(S(=O)(=O)Oc2ccccc2/C=N/Nc2ccc(C(=O)O)cc2)cc1	10%	1%	30	-2%	6%	-7%	26*
O=C(CN1C(=O)C2CC=CCC2C1=O)OCCN1C(=O)c2ccccc2C1=O (configuration not stated)	4%	18%	14	-3%	0%	-3%	-1
CCC/C=N/NC(=O)c1ccc(F)cc1	24%	?	75*	1%	-3%	-20%	24*
CCOC(=O)c1cnc(Nc2nc3ccccc3o2)nc1CN1CCN(C)CC1	12%	2%	22	-8%	5%	?	2
CCCCCCCN1C2=NCCCN2c2ccccc21	10µM*	2.9µM*	-18	-6%	0%	-4%	-5
O=Cc1cnc(N2CCN(c3ccccc3)CC2)s1	5%	16%	18	2%	-5%	-1%	12
CC(C)c1ccc(NC(=O)CN2C(=O)c3ccccc3S2(=O)=O)cc1	16%	35%[activator]	5	0%	-15%	50%[activator]	5
COc1ccc(CCNC(=O)c2cc(COc3c(F)cccc3F)on2)c(OC)c1	.	6%	70*	8%	6%	?	37*
O=C(NCCC1=CCCCC1)C1CCC(=O)N(Cc2ccc(Cl)cc2)C1 (configuration not stated)	20%	8%	5	1%	6%	?	-1

Grouped by structure: those above with a tert-butyl group (two)
canonical_smiles	HCV inh	Pf growth 48h	Shiga inhibitor	LmPK inhibitor	TbPYK inhibitor	Pf growth 96h	Cycloheximide cs
CC(C)(C)NC(=O)C1CC(=O)OC12CCOC(C)(C)C2 (configuration not stated)	6%	11%	-15	2%	-3%	14%	3
CCCCN(C)C(=O)c1cccc(OC2CCN(CC(C)(C)C)CC2)c1	-5%	?	27	-3%	1%	13µM*	1
